# PvdQ acylase = blocks Pseudomonas aeruginosa PvdQ acylase activity; purified PvdQ acylase, fluorescence plate reader; inhibition, % at 10 µM; 0.063% of 340,000 active; AID 488965; in the data active means inhibition above about 30%, passing the limit was not always enough; inconclusive means no clear call, values can overlap the other calls;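 further: 0% = vehicle neutral wells and 100% = reference inhibitor wells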
# CDK5 p35 inh = blocks human CDK5/p35 kinase activity; Recombinant CDK5/p35, ADP-Glo luminescence, 60 min; inhibition, % at 10 µM; 0.01% of 330,000 active;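 active means highest replicate inhibition of at least 50% and at least 75% of replicates reaching 50%; inconclusive means only one of the two criteria met; inactive means both criteria failed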;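 further: plate controls were DMSO neutral control for no effect and GW8510 at 10 µM for full effect; many of its hits are not listed in these tables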
# SR-BI DiI inh = inhibitors of mouse SR-BI mediated HDL lipid uptake | Q61009 | 0.96% of 320,000 active | inhibition, % at 12.5 µM | ldlA[mSR-BI] CHO cells, DiI-HDL uptake fluorescence, 3 h;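 active means mean replicate inhibition of at least 70% and a set share of replicates each scoring 70 or more; inconclusive means meets just one of the two criteria; inactive means fails both criteria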;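 further: 0% = median of neutral control wells and 100% = median of positive control wells; values of inactives mirror those of a sister screen read the other way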
# HTR5A inv ctr = HTR5A inverse agonism, opioid heterodimer counter-screen; inhibition, % at 9.3 µM; HTR5A cell line, luminescence; AID 504634; P47898; 0.083% of 340,000 active; in the data active means inhibition mostly above about 23%, no sharp cut-off; inactive means mostly below about 18%;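 further: 0% = cells with DMSO and 100% = no-cell wells with DMSO; some compounds called inactive have numbers as strong as hits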
# Wnt act = activators of Wnt/beta-catenin signaling. 1.2% of 300,000 active. AID 743398. Wnt/beta-catenin reporter cell assay, activator, plate reader. activation, % at 9.35 µM; in the data active means activation above about 30%, passing the limit was not always enough; inconclusive means no clear call, values can overlap the other calls;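 further: 0% = neutral control wells and 100% = positive control wells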
# MITF TRPM1 HTS = MITF TRPM1 promoter activation in melanoma cells; AID 588334; SK-MEL-5 TRPM1-promoter luciferase, 24 h; % of positive control, neutral wells = 0; activation, % at 12.5 µM; 0.75% of 300,000 active;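 active means mean activation of at least 80% with every replicate also reaching 80%; inconclusive means mean reaches 80% but some replicate falls short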;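 further: 0% = neutral control wells and 100% = parthenolide positive control wells; values of inactives mirror those of a sister screen read the other way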
# HTR5A ag = HTR5A agonism, opioid heterodimer counter-screen; HTR5A agonist assay, luminescence, cell-based; activation, % at 9.3 µM; 0.61% of 340,000 active; AID 504692; in the data active means activation mostly above about 9.5%, no sharp cut-off; inactive means mostly below about 7.6%;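 further: 0% = cells with vehicle only and 100% = reference agonist; strong numbers were not always called active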
# dFosB act = mouse delta FosB homodimer activation; purified delta FosB, TAMRA-CDK5 oligo fluorescence polarization; percent of positive-control signal above neutral wells; activation, % at 25 µM; 0.99% of 340,000 active; AID 493131;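 active means mean activation above about 17%, with every replicate also reaching it, limit read from the data, passing the limit was not always enough; inconclusive means only one of the two conditions met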;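 further: fluorescence polarization rise as delta FosB binds a TAMRA Cdk5 AP-1 oligo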
# V-ATPase pH = alters yeast V-ATPase proton transport; S. cerevisiae, pHLuorin cytosolic pH fluorescence; response, % at 10 µM; 0.37% of 350,000 active; AID 504577; in the data active means response mostly above about 7.3%, no sharp cut-off; inactive means mostly below about 5.4%; further: actives read high; inactives centre near 0; some compounds called inactive have numbers as strong as hits; reference of the scale not given here
# NSD2 inh = NSD2 (human) methyltransferase inhibition; O96028; NSD2 peptide methylation, AlphaScreen, 120 min; inhibition, % at 12.5 µM; 0.54% of 310,000 active; in the data active means inhibition above about 50%
# Target sequence (O96028 whole entry, looked up): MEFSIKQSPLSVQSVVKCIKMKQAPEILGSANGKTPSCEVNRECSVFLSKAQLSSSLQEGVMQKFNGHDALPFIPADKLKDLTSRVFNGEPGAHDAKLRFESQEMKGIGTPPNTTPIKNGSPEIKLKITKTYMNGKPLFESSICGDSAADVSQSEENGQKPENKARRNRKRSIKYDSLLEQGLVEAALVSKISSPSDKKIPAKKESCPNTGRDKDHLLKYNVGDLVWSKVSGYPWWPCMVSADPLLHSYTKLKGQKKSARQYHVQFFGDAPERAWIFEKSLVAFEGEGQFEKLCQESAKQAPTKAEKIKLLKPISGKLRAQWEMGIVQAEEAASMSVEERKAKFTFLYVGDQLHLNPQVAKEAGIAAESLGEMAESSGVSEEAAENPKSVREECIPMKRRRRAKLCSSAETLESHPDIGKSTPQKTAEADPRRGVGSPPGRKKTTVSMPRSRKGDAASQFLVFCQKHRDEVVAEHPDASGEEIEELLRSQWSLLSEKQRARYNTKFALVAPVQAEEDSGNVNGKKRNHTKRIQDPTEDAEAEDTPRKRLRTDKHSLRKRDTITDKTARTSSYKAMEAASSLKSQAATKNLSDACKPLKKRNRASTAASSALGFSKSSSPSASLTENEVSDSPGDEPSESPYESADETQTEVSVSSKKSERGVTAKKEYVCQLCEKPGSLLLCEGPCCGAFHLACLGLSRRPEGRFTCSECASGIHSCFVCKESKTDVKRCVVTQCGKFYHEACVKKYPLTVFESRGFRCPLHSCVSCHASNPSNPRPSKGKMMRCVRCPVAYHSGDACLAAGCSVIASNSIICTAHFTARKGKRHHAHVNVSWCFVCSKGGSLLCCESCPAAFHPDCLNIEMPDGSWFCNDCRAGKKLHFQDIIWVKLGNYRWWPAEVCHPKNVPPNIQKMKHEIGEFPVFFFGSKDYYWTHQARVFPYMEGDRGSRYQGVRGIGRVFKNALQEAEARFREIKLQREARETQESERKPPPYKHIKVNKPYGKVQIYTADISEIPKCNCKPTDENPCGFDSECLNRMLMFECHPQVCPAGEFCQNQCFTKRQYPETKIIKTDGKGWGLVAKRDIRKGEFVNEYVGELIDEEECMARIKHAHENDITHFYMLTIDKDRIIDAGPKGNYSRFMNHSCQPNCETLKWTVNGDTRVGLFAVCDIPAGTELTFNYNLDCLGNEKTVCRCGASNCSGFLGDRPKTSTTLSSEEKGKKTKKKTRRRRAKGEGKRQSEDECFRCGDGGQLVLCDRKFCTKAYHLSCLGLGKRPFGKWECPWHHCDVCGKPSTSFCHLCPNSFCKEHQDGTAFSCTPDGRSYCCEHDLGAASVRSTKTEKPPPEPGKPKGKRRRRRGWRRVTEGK
# The depositor's hits bear a star; ? = inconclusive; . = no result given; & = joins results of further samples.
smiles,PvdQ acylase,CDK5 p35 inh,SR-BI DiI inh,HTR5A inv ctr,Wnt act,MITF TRPM1 HTS,HTR5A ag,dFosB act,V-ATPase pH,NSD2 inh
Cc1nc2ccc(C(=O)NCc3ccc4c(c3)OCO4)cc2s1,-7,-3.7,-8,-5,4,2,-7,-13,-1,-2
COC(=O)c1ccc(OCCOc2ccccc2)cc1,-12,0.2,12,-12,.,75,1,-4,2,-2
Cc1ccc(NC(=O)c2cc(NC(=O)C3CC=CCC3C(=O)O)ccc2N2CCOCC2)cc1Cl (centres undefined),-9,-2.0,40,-1,.,.,1,-9,4,3
COc1ccc(C(=O)NCC(=O)N/N=C/c2c(C)[nH]c3ccccc23)cc1OC,9,0.6,35,2,-2,-2,0,-4,-1,0
CN1CCN(c2ncnc3sc(-c4ccccc4)cc23)CC1,-4,1.4,4,12,3,-7,1,3,2,8
CCOC(=O)C1CCCN(C(=O)c2cc3cc(Br)ccc3oc2=O)C1 (centres undefined),-11,-1.3,2,11,1,6,-5,-6,0,31
COc1cc(Br)c(CC(=O)NNC(=O)c2ccc(F)cc2)cc1OC,-3,1.4,3,-10,-2,-8,2,-1,2,3
CCOC(=O)c1[nH]c2ccc(OC)cc2c1NC(=S)N1CCN(c2ccccc2)CC1,-4,1.0,10,8,.,5,-1,-2,-2,1
CCn1c(O)c(N=NC(=O)CNc2cccc(C)c2)c2ccccc21,-12,0.6,12,-1,.,3,4,-8,-2,5
COc1ccc(NC(=O)C2CCCN2C(=O)OCc2ccccc2)c(OC)c1 (centres undefined),5,1.5,29,-9,.,9,3,-7,0,.
CCC(C)C1(C2CCCC2)NC(=O)NC1=O (centres undefined),-2,-5.5,-1,-1,0,-1,0,-1,-1,-1
CN1CCN(C(CNS(=O)(=O)c2ccc(Br)cc2)c2ccc3c(c2)OCO3)CC1 (centres undefined),9,0.0,-16,6,-2,14,-2,-11,-7,8
CC(=O)N1CCN(S(=O)(=O)c2ccc(C)cc2)C1c1ccc(N(C)C)cc1 (centres undefined),-11,-8.5,-5,0,-1,-9,5,-9,1,4
Cc1nn(C)c(Cl)c1C(=O)NC(C(=O)O)c1ccccc1 (centres undefined),-10,2.0,-13,5,-1,-10,-2,3,-4,-6
CCN(CC1COc2ccccc2O1)C(=S)NC1CC2CCC1C2 (centres undefined),6,-1.3,-1,-1,0,-5,4,-2,0,-1
O=C(OCCOc1ccccc1F)c1cc(S(=O)(=O)N2CCOCC2)ccc1F,-4,0.4,13,6,0,5,-2,-14,-2,1
CCOc1ccccc1NC(=O)NC1(C(=O)NCC2CCCO2)CCCCC1 (centres undefined),-15,-0.2,12,-6,-3,-6,-2,-3,7,-4
CC(=O)NCCn1c(SCc2ccccc2C)nc2ccccc2c1=O,-4,0.1,13,-8,.,.,3,4,-3,0
CC(C)Cc1nnc(NC(=O)CCN2C(=O)c3ccccc3C2=O)s1,2,-0.3,-10,2,0,3,-1,-1,-2,.
CCOc1ccc(CC2c3cc(OCC)c(OCC)cc3CCN2C(=O)CN2CCN(C)CC2)cc1OCC (centres undefined),-12&-4,0.9,-15&-21,-21,-1,.,-2,-7,5,3
Cc1cccc(NC(=O)CNc2cc(C)ccc2C)c1,4,1.4,20,8,.,.,-4,-6,-24,-1
COc1ccc(N=C2SCC(=O)N2Cc2ccccc2)cc1,8,1.7,10,22,-1,3,0,0,0,-5
COc1ccc(N2CCN(C(=O)c3cccnc3)CC2)c([N+](=O)[O-])c1,0,-0.6,-13,7,-1,1,-2,0,0,2
CC(=O)c1ccc(NC(=O)CC2S/C(=N/N=C3CCCCCC3)NC2=O)cc1 (centres undefined),-17,-1.6,-11,15,0,6,-6,-8,-1,22
C=C(C)CSc1nnc([C@@H]2CCCN2)o1,-3,-1.2,-33,-13,-1,4,5,-5,-3,-5
COC(=O)c1ccc(CSc2cc(C)c3ccccc3n2)o1,-2,-0.8,-11,-1,2,9,0,-8,0,-1
CCOC(=O)N1CCC(N2Cc3cccc(C(=O)N4CCN(c5cccc(Cl)c5)CC4)c3C2=O)CC1,11,0.5,6,20,14,1,-8,-6,6,-19
c1ccc(C(c2nnnn2Cc2cccs2)N2CCN(C3CCCC3)CC2)cc1 (centres undefined),-13,-0.9,-57,27,.,18,3,-2,0,1
O=C(CCN1CCN(CC(=O)Nc2ccccc2F)CC1)Nc1ccccc1F,7,-0.5,-13,-6,.,-4,1,-4,2,-2
COc1ccc(OC)c(NC(=O)CSc2nc(C)cs2)c1,12,-1.8,17,-18,.,-15,4,0,-2,0
CC(C)Cc1nc2ccccc2[nH]1,3,1.2,-30,-1,4,-2,3,3,8,2
O=C(NCCF)C1Nc2ccc(OC(F)(F)F)cc2C2C=CCC12 (centres undefined),-2,0.8,2,-34,-2,-4,4,-1,6,.
CCCOc1cccc(-c2nn(-c3ccccc3)cc2/C=C(\C#N)C(=O)NCCCn2ccnc2)c1,-7,0.1,4,0,-1,12,-2,-1,4,3
Cc1ccc2cccc(S(=O)(=O)Nc3ccc4c(c3)OCO4)c2n1,-9,0.4,15,-8,.,1,4,-13,8,15
COc1ccc(OCC(=O)NC(=S)Nc2ccc3c4c(cccc24)CC3)cc1,-18,0.0,10,0,-5,3,0,2,2,-2
Cc1cc(C)nc(/N=C(\N)Nc2ccc(F)c([N+](=O)[O-])c2)n1,9,2.4,-6,-11,-6,.,4,4,2,3
Cn1c(=S)n(/N=C/c2ccc3c(c2)OCO3)c2ccccc21,-6,0.2,-15,13,.,4,-5,-1,-2,0
Cc1ccc(C)c(NC(=O)c2ccccc2Sc2ccc([N+](=O)[O-])cc2Cl)c1,5,2.3,52,3,.,23,2,1,-6,15
O=C(NCc1ccccc1)C1CCN(S(=O)(=O)c2ccc(Cl)cc2)CC1,-2,-1.2,-23,-12,-5,-5,4,0,-1,-2
C/C(=N\Nc1ccc(C(=O)O)cc1)c1ccc(Cl)s1,-14,0.3,.,2,?,.,-1,-5,2,6
Cc1ccc(/C=N/NC(=S)N2CCOCC2)cc1,-10,-1.7,-8,0,.,22,4,-6,0,-1
CCCc1cc(=O)n2[nH]c(NCc3ccccc3F)nc2n1,0,-0.7,-9,-6,-1,-7,0,-7,-3,0
CCCCNCc1cc(OCC)c(OCC)cc1Br,-11,0.5,55,.,5,-4,.,-11,0,-3
N#Cc1ccc(OCC(=O)Nc2cccc(S(=O)(=O)NC3=NCCCCC3)c2)cc1,-15,1.5,17,0,-2,-2,0,0,2,2
COc1ccc(S(=O)(=O)N2CCC(C(=O)N3CCc4ccccc4C3)CC2)cc1OC,-7,0.1,-4,-4,1,0,2,-2,0,0
[O-][N+]12CCN(CC1)c1ccccc12,-10,0.1,-22,-8,.,2,3,5,0,0
CC1CCc2c(sc3ncn4c(SCC(=O)NCc5ccco5)nnc4c23)C1 (centres undefined),5,4.7,6,-4,-1,-1,0,-15,-1,.
CCOc1cc(N2CCOCC2)c(OCC)cc1NC(=O)CSc1n[nH]c(N)n1,-11,0.2,7,-2,-1,2,1,-2,-1,1
COc1ccccc1N(CC(=O)NCCc1ccccc1)C(=O)CCC(=O)Nc1cc(C)ccn1,2,1.3,.,-12,-1,-4,-3,-13,0,0
Cn1nc(C(C)(C)C)c([N+](=O)[O-])c1C(=O)Nc1ccccc1,-16,0.8,13,-4,-9,5,1,-2,5,-1
COc1ccc(-c2oc3ccc(-c4ccc(OC)nc4)cc3c2C#CC2(O)CCCCC2)cc1,-31,-3.8,85*,-48,-14,-6,18,-8,0,.
O=C(CSc1nc2cc(Cl)ccc2s1)NC(=O)NCc1ccco1,1,-0.6,6,15,.,-5,2,-5,2,.
Cn1c(CN2CCCC2)nc2cc(NC(=O)COc3ccc(Cl)cc3)ccc21,-27,-1.5,51,-4,-3,-6,1,-10,-1,-3
Nc1nc(N2CCCCC2)nc2ccccc12,5,0.3,-33,-20,.,8,-2,3,2,-5
CC(=O)Nc1sc2c(c1C#N)CCCC2,3,0.2,19,-29,1,.,3,8,3,-4
CCCOc1ccc(C(=O)N2CC3(CC(c4cccc(NC(=O)[C@@H]5CCC(=O)N5)c4)=NO3)C[C@H]2C(=O)NC2(C(N)=O)CC2)cc1 (some centres undefined),-15,0.9,-11,-10,-5,-4,-1,4,-3,.
Cc1cccc(NC(=O)C2CCN(C(=O)NC3CCCCC3)CC2)c1,5,0.4,.,-10,1,1,4,-6,-1,1
CCCC(=O)Nc1ccc(S(=O)(=O)N2CCCC2)cc1,0,-3.0,-2,-15,-2,-8,6,2,9,0
CC(C)C[C@H]1CNC(=S)N1CC1CCCN1C[C@H](Cc1ccccc1)N1C[C@H](Cc2ccc(O)cc2)N(CC2CCCCC2)C1=S (some centres undefined),-9,-0.1,-37,1,-4,-25,0,59*,1,.
COc1ccccc1NC(=O)Cc1nc(CCl)cs1,-14,0.8,-14,3,.,-3,-1,-2,2,0

# Other records follow:
smiles,PvdQ acylase,CDK5 p35 inh,SR-BI DiI inh,HTR5A inv ctr,Wnt act,MITF TRPM1 HTS,HTR5A ag,dFosB act,V-ATPase pH,NSD2 inh
CCOc1ccccc1NC(=S)NC(=O)CCCOc1ccc(Cl)cc1Cl,24,-1.3,12,1,-1,0,0,-15,3,-1
Cc1nnc(C)n1/N=C/c1cccnc1,-14,0.8,16,1,-1,-1,0,2,2,-4
CN(CC(=O)Nc1ccc(N2CCOCC2)cc1)C(=O)CCc1ccccc1Cl,-2,-3.6,10,12,1,8,-5,-4,2,5
OC(COCCOc1ccc(Br)cc1)CN1CCN(Cc2ccccc2)CC1 (centres undefined),-11,-1.8,-19,22,.,-8,4,-3,-4,8
COc1ccccc1NC(=O)CCN1CCN(C)CC1,-6,0.5,1,11,-1,3,-4,-1,0,-1
N#CCc1cccnc1Sc1ccc(Cl)cc1,-2,-0.6,12,-29,0,.,-2,2,-2,-4
CCS(=O)(=O)c1nc(S(=O)(=O)c2ccc(C)cc2)c(N2CCC3(CC2)OCCO3)s1,10,0.0,-22,-17,-1,-11,6,-12,8,7
CCN(Cc1ccccc1)CC(O)COc1ccccc1 (centres undefined),-13,0.7,-37,-17,-5,-2,1,1,-4,-2
O=C(c1ccncc1)N1CCN(C2CCCCC2)CC1,2,0.5,4,2,0,-3,-1,-4,0,.
O=C(Nc1cccc(C2OCCCO2)c1)c1cccs1,0,0.1,-6,16,.,12,4,-5,-3,-2
Cc1ccc(C(=O)c2ccccc2C(=O)OCC(=O)NCCc2ccc(Cl)cc2Cl)cc1,-3,-0.6,24,5,.,1,-3,2,5,-1
Cc1c(C(=O)NCCN2CCOCC2)oc2ccccc12,-20,2.4,-6,6,4,-3,2,6,-1,-10
COc1cccc(NC(=O)CN(C)C(=O)CC(C)c2ccccc2)c1 (centres undefined),5,-2.0,4,1,3,-1,-2,-8,1,12

# Some of the entries so far, with values under each structure.
# Values in the order – PvdQ acylase | CDK5 p35 inh | SR-BI DiI inh | HTR5A inv ctr | Wnt act | MITF TRPM1 HTS | HTR5A ag | dFosB act | V-ATPase pH | NSD2 inh
- O=C(Nc1cccc(C2OCCCO2)c1)c1cccs1
  0 | 0.1 | -6 | 16 | . | 12 | 4 | -5 | -3 | -2
- Cc1ccc(C(=O)c2ccccc2C(=O)OCC(=O)NCCc2ccc(Cl)cc2Cl)cc1
  -3 | -0.6 | 24 | 5 | . | 1 | -3 | 2 | 5 | -1
